Assay outcomes deposited in PubChem BioAssay by several laboratories.
UTI89 phage lysis: inhibition of K1F phage lysis, E. coli UTI89, bacterial capsule biogenesis inhibitors, alamar blue (AID 488966). inhibition, % at 100 µM, or IC50 in µM where a hit was titrated. 0.02% of 340,000 active. E. coli UTI89 K1F phage lysis, alamar blue, 2 h; higher % means a stronger effect;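 active = phage lysis inhibition, versus mean bacterial control, above a set limit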;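 note: capsule biogenesis inhibitors block K1F phage lysis so surviving cells raise fluorescence; higher fluorescence means more inhibition of phage lysis; actives were called in the ten point dose series up to 300 µM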
SIAH1 antagonists: Siah-1 peptide-binding antagonists, primary screen, biochemical, fluorescence polarization, rhodamine-plectin, uHTS (AID 1817) | Siah-1 / rhodamine-plectin peptide fluorescence polarization; higher % means a stronger effect | displacement, % at 20 µM, or IC50 in µM where a hit was titrated | 0.02% of 290,000 active;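 active = displacement of at least 50% at 20 µM, with a fluorescence ratio check between 0.3 and a set limit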;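 note: plate controls were Siah plus tracer with DMSO for no effect and tracer alone without Siah for full effect; strong numbers were not always called active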
AID2073: inhibitors of Mint1-CaV2.2 protein interaction, biochemical, HTRF (AID 2073). 0.19% of 290,000 active. HTRF protein-protein interaction, Mint1-CaV2.2; higher % means a stronger effect. inhibition, % at 20 µM, or IC50 in µM where a hit was titrated; in the data active = inhibition mostly above about 51%, no sharp cut-off; note: some results filed as inactive read as strong as hits
NS5 inhibitors: Dengue-2 NS5 methyltransferase inhibitors, primary screen, biochemical, confirmation dose response (AID 588689); inhibition, % at 25 µM; hits with a dose series show IC50 in µM; 0.3% of 340,000 active; Dengue-2 NS5 methyltransferase capping enzyme assay, biochemical; higher % means a stronger effect; in the data active = a potency from the dose series
NTR1 agonist: agonists of NTR1, primary screen, imaging, U2OS cells, beta-arrestin-GFP, high content (AID 493036). activation, % at 20 µM. P30989. NTR1-U2OS beta-arrestin-GFP spot imaging, agonist mode. 0.17% of 330,000 active;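 active = activation at or above 40% of the spot to cytoplasm intensity ratio, with at least 20 cells analyzed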;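 note: 0% = DMSO without peptide and 100% = 100 nM NTR1 peptide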
Target sequence (P30989 whole entry, looked up): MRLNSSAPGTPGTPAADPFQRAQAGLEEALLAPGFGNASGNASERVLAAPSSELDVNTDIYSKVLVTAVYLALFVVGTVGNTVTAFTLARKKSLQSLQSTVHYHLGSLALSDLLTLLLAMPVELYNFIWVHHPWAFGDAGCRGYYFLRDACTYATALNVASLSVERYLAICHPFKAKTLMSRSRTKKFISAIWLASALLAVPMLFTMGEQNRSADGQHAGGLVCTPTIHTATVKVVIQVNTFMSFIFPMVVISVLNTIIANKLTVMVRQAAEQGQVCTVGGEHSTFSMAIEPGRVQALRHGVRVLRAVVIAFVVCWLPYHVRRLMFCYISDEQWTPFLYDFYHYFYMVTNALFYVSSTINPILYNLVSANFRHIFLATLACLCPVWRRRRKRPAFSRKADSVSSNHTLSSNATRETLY
West Nile virus CPE: West Nile virus antiviral activity, cell-based, CPE readout (AID 1621); 0.02% of 290,000 active; West Nile virus-infected cells, CPE inhibition; higher % means a stronger effect; one-dose CPE inhibition, % at 10 µM; IC50 in µM for titrated hits; in the data active = a potency from the dose series; note: strong numbers were not always called active
Large T inhibition: TAg ATPase/helicase activity blockers – biochemical (AID 1903) | SV40 large T antigen ATPase/helicase inhibition assay; higher % means a stronger effect | 0.39% of 310,000 active | inhibition, % at 20 µM, or IC50 in µM where a hit was titrated; in the data active = a potency from the dose series; note: strong numbers were not always called active
RSV CPE inhibition: inhibition of RSV-induced cytopathic effect – HEp-2 cells, primary 10 µM value included (AID 2391); HEp-2 cells, RSV-induced CPE inhibition; higher % means a stronger effect; CPE inhibition, % at 10 µM, or IC50 in µM where a hit was titrated; 0.13% of 310,000 active; in the data active = a potency from the dose series; note: strong numbers were not always called active
MgcRacGAP inhibition: MgcRacGAP GTPase-activating activity inhibitors, confirmation, biochemical, ADP Hunter fluorescence | inhibition, % at 30 µM; hits with a dose series show IC50 in µM | AID 624330 | 0.6% of 340,000 active | MgcRacGAP-stimulated Rac1 GTP hydrolysis, ADP Hunter fluorescence; higher % means a stronger effect; GST-tagged Rac1 F28L mutant substrate;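 active = first-screen hits whose inhibition reached a set limit at any dose in the follow-up dose series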;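 note: fluorescence reports GDP produced by GAP-driven GTP hydrolysis; strong numbers were not always called active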
NTR1 agonist cell count 20 µM: also measured in NTR1 agonist; calls as there; cell count; measured here: cell count, cytotoxicity flag
NS5 inhibitors pilot replicate: also measured in NS5 inhibitors; calls as there; inhibition, %; measured here: pilot screen replicate inhibition
* hit, by the source's call; · = not tested or not shown; [ ] = another dose, or the depositor's remark.

SMILES	UTI89 phage lysis	SIAH1 antagonists	AID2073	NS5 inhibitors	NTR1 agonist	NTR1 agonist cell count 20 µM	West Nile virus CPE	Large T inhibition	RSV CPE inhibition	MgcRacGAP inhibition	others
Cc1sc2ncnc(N3CCC(C(=O)Nc4ccc(Br)cc4Br)CC3)c2c1C	-1.2%	·	·	-11.8%	5.2	58	·	16.6%	10.1%	0.8%
Cc1cc(-c2ccc(C(C)C)c(S(=O)(=O)Nc3ccccn3)c2)on1	-0.1%	-1.7%	0.6%	0.0%	0.7	69	-0.4%	11.6%	1.5%	-1.2%
CC(C)C(=O)N1CCN(c2ccccc2NC(=O)c2ccc([N+](=O)[O-])o2)CC1	-0.5%	-6.3%	7.4%	-1.6%	3.6	42	1.4%	5.1%	1.5%	11.7%
CC(C)NC(=S)NN=C1CCCCCCCCCCC1	0.4%	7.7%	3.3%	-1.5%	11.5	67	-0.3%	14.1%	-0.4%	6.3%
O=C(O)C1=CC[C@@H](c2ccc(Cl)cc2)N(S(=O)(=O)c2ccc(Cl)cc2)[C@H]1c1ccc(Br)cc1	0.0%	·	·	36.5µM*	26.6	81	·	·	·	6.6%
COc1ccc(NS(=O)(=O)c2c(C)n(C)c(=O)n(C)c2=O)cc1	-0.4%	2.1%	4.5%	2.1%	-3.6	55	-0.3%	6.6%	2.5%	9.1%
OC(CNCC#Cc1ccccc1)c1ccccc1 (stereo unspecified)	-0.1%	3.7%	-10.5%	-1.7%	-0.9	63	-0.6%	6.2%	-1.5%	5.0%
O=C(Nc1ccccc1)C1CCCCC1	0.4%	2.5%	8.9%	0.7%	-0.4	69	0.2%	1.6%	2.6%	-3.4%
NS(=O)(=O)c1ccc(NC(=O)CN2CCN(S(=O)(=O)c3ccc(F)cc3)CC2)cc1	0.2%	5.3%	10.0%	0.9%	0.4	57	-0.1%	5.4%	·	9.1%
CC(C)(C)c1ccc(C(=O)c2c[nH]c(C(=O)NCCc3ccccn3)c2)cc1	0.4%	-3.4%	26.8%	4.5%	2.7	59	-0.5%	0.4%	-0.6%	-3.5%
CCn1c(-c2ccc(N(C)C)cc2)nc2ccccc21	0.5%	1.9%	8.5%	-0.7%	2.8	92	1.0%	7.5%	1.1%	9.8%
CC(=O)c1ccc(OCc2cc(C(=O)NC(C)c3cnn(C)c3)no2)cc1 (stereo unspecified)	0.8%[50 µM]	-6.0%	37.6%	-4.5%	0.2	57	-0.4%	-2.3%	1.7%	8.9%
CCOCC(=O)NCc1ccc2c(c1)cc(C)n2C	1.8%	6.6%	-5.6%	7.6%	0.9	93	-0.3%	7.1%	1.1%	7.9%
CN1CCN(c2ccc(Cl)cc2NC(=O)c2cc(=O)[nH]c3ccccc23)CC1	0.9%[50 µM]	·	·	-5.3%	0.6	51	·	·	-0.8%	2.2%
O=C(C1CCC(=O)N(C2CC2)C1)N1CCC(Oc2cccc(C(F)(F)F)c2)CC1 (stereo unspecified)	0.6%	2.0%	-6.7%	-3.6%	0.0	80	-0.5%	·	·	9.0%
COc1ccccc1-c1nnc(SCC(=O)Nc2ccc(N3CCOCC3)cc2)n1N	4.4%	·	·	0.8%	-0.8	52	·	·	·	6.2%
CN(C1CCCCC1)S(=O)(=O)c1ccc(S(=O)(=O)N2CCCC2)cc1	3.9%	1.5%	5.7%	-5.5%	0.1	30	-0.9%	5.3%	2.0%	2.7%
CNC(=O)c1ccc(Nc2nnc(-c3ccc(C)c(S(=O)(=O)NCC4CCCO4)c3)c3ccccc23)cc1 (stereo unspecified)	1.0%	0.7%	2.0%	-8.7%	0.8	39	-0.1%	17.6%	2.3%	9.8%
NC(=O)COc1ccccc1C(=O)O	1.5%	-1.5%	-7.7%	-8.8%	-1.1	63	0.7%	2.5%	0.1%	4.8%
O=C(C1CCC1)N(CCc1ccccc1)Cc1nc2ccccc2c(=O)[nH]1	3.3%	-3.1%	4.4%	-0.8%	3.6	62	-0.9%	14.7%	1.4%	10.7%

Looked up by structure from the list above (three):
SMILES	UTI89 phage lysis	SIAH1 antagonists	AID2073	NS5 inhibitors	NTR1 agonist	NTR1 agonist cell count 20 µM	West Nile virus CPE	Large T inhibition	RSV CPE inhibition	MgcRacGAP inhibition	others
CCOCC(=O)NCc1ccc2c(c1)cc(C)n2C	1.8%	6.6%	-5.6%	7.6%	0.9	93	-0.3%	7.1%	1.1%	7.9%
CN1CCN(c2ccc(Cl)cc2NC(=O)c2cc(=O)[nH]c3ccccc23)CC1	0.9%[50 µM]	·	·	-5.3%	0.6	51	·	·	-0.8%	2.2%
COc1ccc(NS(=O)(=O)c2c(C)n(C)c(=O)n(C)c2=O)cc1	-0.4%	2.1%	4.5%	2.1%	-3.6	55	-0.3%	6.6%	2.5%	9.1%

Remaining list, next part:
SMILES	UTI89 phage lysis	SIAH1 antagonists	AID2073	NS5 inhibitors	NTR1 agonist	NTR1 agonist cell count 20 µM	West Nile virus CPE	Large T inhibition	RSV CPE inhibition	MgcRacGAP inhibition	others
COc1cc2c(cc1OC)CN(c1ccc(F)cc1[N+](=O)[O-])CC2	1.9%[50 µM]	-0.4%	6.0%	-2.6%	1.0	94	-1.6%	13.1%	4.0%	·
COc1ccc([C@@H]2CC=C(C(=O)O)[C@H](c3ccc(C)cc3)N2S(=O)(=O)c2ccc(C)cc2)cc1OC	0.3%	·	·	-7.3%	-0.7	45	·	·	·	11.1%	NS5 inhibitors pilot replicate=2.4
O=C(Cn1cnc2c(cnn2-c2ccc(F)cc2)c1=O)OCc1ccccc1	-0.1%	5.8%	-3.8%	4.1%	-0.4	48	0.7%	11.9%	1.3%	8.1%
Cc1cc(OCC(=O)NCC2CCC(C(=O)O)CC2)c2c(C)cc(=O)oc2c1 (stereo unspecified)	5.2%	0.5%	26.6%	-0.7%	-1.8	81	0.1%	10.0%	4.7%	0.9%
Clc1cnc2nc(SC/C=C/c3ccccc3)[nH]c2c1	·	14.8%	-5.6%	·	-0.8	53	-0.3%	16.2%	3.4%	·
CCCCCCCCNC(=S)NCCN1CCCCC1	1.8%	-2.0%	-15.7%	-9.3%	·	·	-1.8%	0.1%	·	29.5%
Cc1ccc(/C=N/NC(=O)CNC(=O)c2ccc(S(=O)(=O)N(C)C)cc2)cc1	0.2%	2.3%	-2.3%	-5.5%	-1.9	97	-0.7%	0.4%	0.6%	11.8%
O=C(COC(=O)c1ccc2ccccc2n1)Nc1ccccc1F	0.6%[50 µM]	·	·	4.4%	0.8	52	·	·	·	2.3%
Cc1ccc2oc(C(=O)N(Cc3ccncc3)CC3CCCO3)c(C)c2c1 (stereo unspecified)	-0.1%	-3.4%	11.1%	0.0%	0.0	57	-0.3%	18.2%	1.4%	1.9%
CC(=O)Nc1ccc(S(=O)(=O)Nc2nc3n(n2)C(c2ccccc2)CC(=O)N3)cc1 (stereo unspecified)	1.1%[50 µM]	3.1%	4.3%	·	0.3	35	0.1%	4.2%	1.7%	-2.6%
CCOc1ccc(C(=O)Nc2ccc(S(=O)(=O)Nc3nccc(C)n3)cc2)cc1OCC	0.5%	-4.8%	11.9%	-4.6%	0.5	82	-0.2%	1.4%	5.8%	6.7%
Cc1c(S(=O)(=O)Nc2ccc3c(c2)OCCO3)c(=O)n(C)c(=O)n1C	-1.5%	-2.2%	6.1%	-2.8%	-0.1	100	-0.1%	2.7%	0.8%	11.2%
CCC(=O)Nc1nc2n(n1)C(c1ccc(OC)cc1)C=C(c1ccccc1)N2 (stereo unspecified)	·	3.0%	42.3%	·	-0.4	84	-0.4%	11.7%	9.6%	·
Cn1c(N)c(C(=O)COC(=O)c2cccnc2Cl)c(=O)n(C)c1=O	0.2%	-3.1%	-4.5%	3.1%	-0.4	44	0.5%	2.0%	3.5%	-2.4%
CN(C(=O)CN1CCC(NC(=O)C2CCCCC2)CC1)C1CCCCC1	0.3%	-2.7%	-2.6%	4.1%	-1.3	78	-0.6%	-2.8%	-0.8%	6.4%	NS5 inhibitors pilot replicate=0.6
COc1ccc(C)cc1N(CC(=O)Nc1ccc(S(=O)(=O)N2CCOCC2)cc1)S(C)(=O)=O	0.0%	-3.1%	-5.7%	-8.3%	-0.4	46	-0.5%	10.2%	1.8%	4.9%
CC1=C(C(=O)OC(C)C)C(C)C(C(=O)OC(C)C)=C(C)N1	2.6%	-1.7%	6.3%	-3.2%	1.4	64	·	2.8%	7.5%	6.0%
CC(C)Oc1ccc(C2NC(=O)NC2=O)cc1 (stereo unspecified)	4.8%	3.4%	-2.6%	2.5%	2.5	74	0.6%	5.1%	1.4%	3.5%
Cc1cccc(NC(=O)Cn2c(=O)n(CC3CCCO3)c(=O)c3ccccc32)c1 (stereo unspecified)	0.1%	2.7%	-9.0%	-5.8%	-0.9	38	0.6%	5.8%	4.2%	1.3%
Cc1ccc(NC(=S)N(CCN2CCCCC2)Cc2ccco2)cc1C	5.8%	-3.5%	-21.8%	-3.0%	1.4	65	-0.8%	15.0%	-0.7%	6.4%
CN1CCN(NC(=S)Nc2ccccc2)CC1	·	3.2%	-1.7%	·	0.2	51	0.1%	12.8%	1.3%	·
c1ccc2c(Nc3nc4c(s3)CCCC4)cccc2c1	0.3%	-4.2%	28.0%	0.8%	0.1	80	0.1%	1.0%	3.2%	6.3%
O=C(CNS(=O)(=O)c1ccc(Br)cc1)OCc1cc(=O)n2cc(Br)ccc2n1	·	17.6%	22.7%	·	-1.0	55	-0.3%	2.8%	2.5%	·
CCOC(=O)C1CCCN(c2c(NCCCN3CCCC(C)C3)c(=O)c2=O)C1 (stereo unspecified)	0.6%	0.2%	-0.1%	-6.2%	-2.3	90	0.2%	1.2%	3.6%	-0.5%
CN1C(=O)CC(NNC(=O)c2ccc(Cl)cc2)C1=O (stereo unspecified)	1.4%	0.1%	4.0%	2.7%	-3.3	92	0.3%	-1.3%	1.3%	3.4%	NS5 inhibitors pilot replicate=-0.9
CC(=O)c1cccc(S(=O)(=O)NCC2CCCCC2)c1	1.6%[50 µM]	3.6%	-4.8%	-1.9%	0.8	66	-1.2%	11.9%	1.1%	6.3%
COc1ccc(CCCC(=O)N/N=C\c2cccs2)cc1	0.1%	2.4%	-2.4%	1.5%	1.3	45	-0.3%	13.2%	4.9%	10.1%
Cc1cccc(OCC(=O)Nc2ccc(NC(=O)c3ccccc3)cc2)c1	1.1%[50 µM]	8.3%	20.4%	-9.8%	1.5	46	-0.2%	15.4%	2.0%	-4.9%
CCc1nn(CCCC(=O)NCc2ccccc2Br)c(=O)c2cc3occc3n12	0.0%	-0.1%	26.7%	-7.8%	11.6	68	1.1%	5.5%	42.0%	-34.3%
c1ccc(Cn2nnnc2C(c2cccs2)N2CCCCCC2)cc1 (stereo unspecified)	-0.2%[50 µM]	9.2%	-6.0%	-0.7%	6.6	48	-0.8%	1.8%	14.3%	7.3%
O=C(CCNC(=O)c1ccccc1Cl)NN=Cc1ccco1	1.7%	·	·	-2.4%	1.2	61	·	·	·	3.2%
Cc1ccccc1-n1c(Cn2c(=O)sc3ccccc32)nnc1SCC(=O)Nc1nccs1	3.3%	4.3%	12.6%	-2.2%	4.6	53	-0.5%	1.1%	6.3%	2.9%
